# Assay outcomes deposited in PubChem BioAssay by Sanford-Burnham Center for Chemical Genomics.
# PfGluPho inh – PfG6PD (Plasmodium falciparum) enzyme inhibition | PfGluPho enzyme, NADPH resazurin-diaphorase fluorescence | inhibition, % at 20 µM | hit rate 0.78% among 350,000;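 active = inhibition reaching at least a set limit at 20 µM in the primary screen, cut at about 59% in these data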;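 also: 0% = DMSO wells with substrate and 100% = DMSO wells lacking glucose-6-phosphate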
# hIAP inh – human IAP inhibition. P09923. AID 2544. purified IAP, CDP-Star luminescence, 30 min. hit rate 0.12% among 330,000. inhibition, % at 10 µM;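 active = inhibition reaching a set limit with compound at 10 µM in the primary screen, cut at about 35% in these data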;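 also: plate controls were DMSO wells with enzyme for no effect and no-enzyme buffer wells for full effect; values of inactives mirror those of a sister screen read the other way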
# Target sequence (P09923 whole entry, looked up): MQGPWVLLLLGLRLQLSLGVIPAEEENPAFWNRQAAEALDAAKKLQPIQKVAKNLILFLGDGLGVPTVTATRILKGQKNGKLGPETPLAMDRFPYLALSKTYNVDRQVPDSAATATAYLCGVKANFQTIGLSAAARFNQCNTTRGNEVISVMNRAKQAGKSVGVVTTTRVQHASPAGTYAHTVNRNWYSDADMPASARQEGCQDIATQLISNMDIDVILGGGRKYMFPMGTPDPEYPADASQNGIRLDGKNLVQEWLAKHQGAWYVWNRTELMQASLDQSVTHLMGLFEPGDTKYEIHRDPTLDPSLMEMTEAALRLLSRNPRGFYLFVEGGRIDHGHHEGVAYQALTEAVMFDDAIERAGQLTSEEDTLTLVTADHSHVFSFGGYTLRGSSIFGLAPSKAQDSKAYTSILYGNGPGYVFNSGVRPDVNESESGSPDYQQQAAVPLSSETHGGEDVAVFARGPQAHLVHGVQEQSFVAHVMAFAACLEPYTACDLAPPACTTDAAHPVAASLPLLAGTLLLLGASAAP
# A3A deaminase – inhibitors of human APOBEC3A DNA deaminase; P31941; recombinant A3A, FAM/TAMRA ssDNA deamination fluorescence; inhibition, % at 20 µM; hit rate 0.41% among 330,000; AID 493011;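 active = at least 40% inhibition at 20 µM here, with at most 30% in a related deaminase screen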;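 also: plate controls were A3A with DMSO for no effect and wells lacking A3A enzyme for full effect; some results filed as inactive read as strong as hits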
# Target sequence (P31941 whole entry, looked up): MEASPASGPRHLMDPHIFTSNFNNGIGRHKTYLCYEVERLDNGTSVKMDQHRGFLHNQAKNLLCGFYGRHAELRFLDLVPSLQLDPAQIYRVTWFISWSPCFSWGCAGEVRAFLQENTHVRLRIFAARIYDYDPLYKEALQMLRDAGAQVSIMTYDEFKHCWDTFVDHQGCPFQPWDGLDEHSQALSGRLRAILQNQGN
# HKDC1 inhibitor – HKDC1 (human) hexokinase inhibition. Q2TB90. recombinant HKDC1, G6PDH/diaphorase resazurin coupled fluorescence. inhibition, % at 20 µM. hit rate 0.16% among 340,000. AID 493160;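 active = inhibition above about 35% when tested at 20 µM, limit read from the data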;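 also: plate controls were DMSO wells with enzyme for no effect and DMSO wells lacking enzyme for full effect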
#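 Test system: recombinant HKDC1 (HK5) hexokinase enzyme, produced in-house; Amount: enzyme 5 µg/mL final; Buffer or medium: Tris pH 8.0 buffer with MgCl2, Tween-20, BSA, BME; Reagent: glucose and ATP substrates; Doses: 20 µM test compound, 1% DMSO; Incubation: 90 min reaction incubation at room temperature, dark; Detection: resorufin fluorescence at 613 nm.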
# ATG4B inhibitor – inhibitors of human ATG4B cysteine protease; Q9Y4P1; ATG4B cleavage of LC3-PLA2, NBD-HPC fluorescence, 1 h; inhibition, % at 8.33 µM; hit rate 0.51% among 340,000; AID 504462; in the data active = inhibition above about 40%
# mIAP activ – increases mouse intestinal alkaline phosphatase activity; muIAP, CDP-Star luminescence, 30 min; active compounds read high; 1 = vehicle-only enzyme signal, 0 = enzyme-free wells; activation factor at 10 µM; hit rate 0.24% among 330,000;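 active = activation factor of at least 2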; also: the source names both 10 and 20 µM as test concentration; values of inactives mirror those of a sister screen read the other way
#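 System: mouse IAP enzyme. Reagent: CDP-Star chemiluminescent phosphatase substrate. Benchmarks: DMSO wells, no-enzyme wells. Times: 30 min enzyme-substrate-compound incubation at room temperature. Detection: luminescence from enzymatic CDP-Star hydrolysis. Doses: test compounds delivered from DMSO solution.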
# hIAP act – human IAP activation; P09923; purified human IAP, CDP-Star luminescence, 30 min; active compounds read high; 1 = vehicle-only enzyme, 0 = enzyme-free background; activation factor at 10 µM; hit rate 0.16% among 330,000; AID 2524;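 active = activation factor of the enzyme at least 2-fold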; also: the source names both 10 and 20 µM as test concentration; values of inactives mirror those of a sister screen read the other way
# mIAP block – blocks mouse intestinal alkaline phosphatase. purified mouse IAP, CDP-Star luminescence, 30 min. AID 2806. hit rate 0.2% among 330,000. inhibition, % at 10 µM;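 active = inhibition of at least 40% at 10 µM in the primary screen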;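 also: plate controls were DMSO with enzyme for no effect and no enzyme wells for full effect; values of inactives mirror those of a sister screen read the other way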
# Numbers without * were called inactive; x = not tested or not shown. Random draw from the library. About 2.4% of those tested had a hit in this group.
PfGluPho inh	hIAP inh	A3A deaminase	HKDC1 inhibitor	ATG4B inhibitor	mIAP activ	hIAP act	mIAP block	Compound
1	13	-1	-4	10	1	0.87	-1	CCOC(=O)/C=C/[C@H]1CCc2cccc(C)c2O1
-1	3	1	-4	-9	0.83	0.97	17	Cc1ccc(C(=O)NCCCn2ccnc2)cc1[N+](=O)[O-]
24	3	0	-1	3	1.2	0.97	-20	O=C(Nc1cccs1)Nc1ccccc1Cl
-2	-35	-3	-6	10	1	1.3	0	CCc1nn(CC(=O)N2CCN(c3ccc(F)cc3)CC2)c(=O)c2cc3occc3n12
-3	4	-3	-4	8	0.91	0.95	9	CCC1CCCCN1C(=O)c1sc2nc(C)nc(N(CC)CC)c2c1C (configuration not stated)
16	-2	3	0	-9	0.86	1	14	O=C(N/N=C/c1ccoc1)c1cccc([N+](=O)[O-])c1
8	-27	-7	10	-23	1.1	1.3	-9	COc1ccccc1/C=C/CN1CCN(c2ccccc2)CC1
-3	-4	-2	-4	7	1	1	-1	O=C(CN1C(=O)NC2(CCCC2)C1=O)Nc1cc(Cl)ccc1N1CCCC1
27	-21	1	-1	6	0.89	1.2	11	COc1ccccc1-n1nnnc1SCc1cc2c(cc1Br)OCO2
-8	-4	7	-4	1	0.99	1	0	CN1C(=O)[C@@H]2C[C@@]3([C@@]45C[C@H]6C(=O)N(C)[C@@H](Cc7ccccc7)C(=O)N6[C@@H]4Nc4ccccc45)c4ccccc4N[C@H]3N2C(=O)[C@@H]1Cc1ccccc1

# Shown with two lines to a compound: 3 of the compounds above
# Fields – PfGluPho inh | hIAP inh | A3A deaminase | HKDC1 inhibitor | ATG4B inhibitor | mIAP activ | hIAP act | mIAP block
CCC1CCCCN1C(=O)c1sc2nc(C)nc(N(CC)CC)c2c1C (configuration not stated)
    -3 | 4 | -3 | -4 | 8 | 0.91 | 0.95 | 9
O=C(N/N=C/c1ccoc1)c1cccc([N+](=O)[O-])c1
    16 | -2 | 3 | 0 | -9 | 0.86 | 1 | 14
COc1ccccc1/C=C/CN1CCN(c2ccccc2)CC1
    8 | -27 | -7 | 10 | -23 | 1.1 | 1.3 | -9

# Next structures follow.
PfGluPho inh	hIAP inh	A3A deaminase	HKDC1 inhibitor	ATG4B inhibitor	mIAP activ	hIAP act	mIAP block	Compound
-9	6	0	-3	6	1.1	0.94	-6	CCc1ccc(C(=O)Nn2cnc3ccccc3c2=O)cc1
-12	-10	-1	-5	4	1	1.1	-3	Cc1c(NC(=O)COC(=O)C23CC4CC(CC(Br)(C4)C2)C3)c(=O)n(-c2ccccc2)n1C
-10	17	20	1	1	1	0.83	-4	CCc1ccc(Nc2n[n+](-c3ccccc3)c(-c3ccc(OCc4ccccc4)cc3)s2)cc1
-11	-10	3	-3	-9	0.9	1.1	10	Cc1ccccc1N1C(=O)C2ON(c3ccccc3)C(c3cccnc3)C2C1=O (configuration not stated)
0	15	-4	0	-21	0.96	0.85	4	CCOc1ccccc1N1CCN(C(=O)c2cc3ccccc3cc2OC)CC1
0	-3	2	-5	4	0.99	1	1	N/C(=N\OC(=O)c1ccccc1F)c1cccc([N+](=O)[O-])c1
1	-3	5	1	-7	1.1	1	-5	COC(=O)CCC(NC(=O)c1cc(-c2ccc3c(c2)OCCO3)oc1C)C(=O)OC (configuration not stated)
-10	6	3	0	-8	1.1	0.94	-6	Fc1cccc(Cl)c1Cn1nnc2c(NCc3ccccn3)ncnc21
-6	4	3	-2	0	0.93	0.96	8	CN1CCN(c2ccc(Cl)cc2NC(=O)c2ccc(=O)n(C)n2)CC1
-8	-97	4	4	-1	0.98	2	2	Cc1ccc(C(C)C)c(OCC(=O)NNC(=O)CC2OC(=O)c3ccccc32)c1 (configuration not stated)

# Copied from the results shown (3 entries):
PfGluPho inh	hIAP inh	A3A deaminase	HKDC1 inhibitor	ATG4B inhibitor	mIAP activ	hIAP act	mIAP block	Compound
-10	6	3	0	-8	1.1	0.94	-6	Fc1cccc(Cl)c1Cn1nnc2c(NCc3ccccn3)ncnc21
-6	4	3	-2	0	0.93	0.96	8	CN1CCN(c2ccc(Cl)cc2NC(=O)c2ccc(=O)n(C)n2)CC1
-8	-97	4	4	-1	0.98	2	2	Cc1ccc(C(C)C)c(OCC(=O)NNC(=O)CC2OC(=O)c3ccccc32)c1 (configuration not stated)

# Next part.
PfGluPho inh	hIAP inh	A3A deaminase	HKDC1 inhibitor	ATG4B inhibitor	mIAP activ	hIAP act	mIAP block	Compound
-8	-7	0	-2	-1	0.91	1.1	9	COc1cccc(C2CCCN2Cc2nc(CC3CC3)no2)c1 (configuration not stated)
11	1	7	-5	1	1.1	0.99	-7	CCC(CC)C(=O)c1c[nH]c(C(=O)NCc2ccccc2)c1
17	22	-4	-3	-30	1.2	0.78	-20	Nc1c(C(=O)NCc2ccccc2)c2nc3ccccc3nc2n1CCCN1CCOCC1
-5	-12	-3	3	-2	1	1.1	-2	Cn1cc(C(=O)c2ccccc2C(=O)O)cc1C(=O)C(Cl)(Cl)Cl
6	-11	2	-10	-13	0.92	1.1	8	CCNC(=S)NNC(=O)c1c(Cl)c(C)nn1C
8	-22	1	-6	-2	1	1.2	-1	COC(=O)C1(C)NC(c2ccc(Cl)cc2)C2C(=O)N(c3ccccc3)C(=O)C21 (configuration not stated)
-2	-14	-5	-1	2	1	1.1	0	CCOC(=O)NNC1CC(=O)N(c2ccc(OC)cc2)C1=O (configuration not stated)
44	6	5	7	-12	0.79	0.94	21	O=C(COC(=O)c1cc(-c2ccco2)nc2ccccc12)NCc1ccc2c(c1)OCO2
0	8	1	-3	9	0.96	0.92	4	COc1ccc(NC(=O)N(C)C[C@H]2Oc3c(NC(=O)C4CC4)cccc3C(=O)N([C@H](C)CO)C[C@@H]2C)cc1
-3	3	-4	-4	-14	1.1	0.97	-5	COc1cccc(C2CC(C(F)(F)F)n3ncc(C(=O)NCC4CCCO4)c3N2)c1 (configuration not stated)
-3	9	-2	-10	-2	1	0.91	0	O=C1Cc2ccccc2C(=O)N1OCc1ccc(Cl)cc1Cl
6	10	-3	-2	0	1	0.9	-3	COc1ccc(S(=O)(=O)Nc2c3ccccc3nc(=O)n2-c2ccccc2)cc1
2	-28	0	-2	-19	1.1	1.3	-8	CC(C)(C)OC(=O)N1CCN(C(=O)c2[nH]cnc2C(=O)Nc2ccc(Cl)cc2)CC1
-9	5	5	-20	5	0.94	0.95	6	O=C(NCc1ccc2c(c1)OCO2)c1cc([N+](=O)[O-])ccc1N1CCCCC1
-24	-1	-1	3	10	0.84	1	16	CN(C)c1ccc(N=Nc2ccc(S(=O)(=O)O)cc2)c2ccccc12
-3	11	6	-3	0	0.94	0.89	6	C/C(=N\Nc1ccc([N+](=O)[O-])cc1[N+](=O)[O-])c1ccc(-n2nncc2C(C)(C)C)cc1
-2	0	3	3	0	1	1	-5	CC(C)(C)NC(=O)Cn1cc(C#N)c2cc(Br)ccc21
-1	-16	45*	-1	3	1.1	1.2	-12	CC(C)(C)N(Cc1ccccc1)C(=O)CN1C(=O)c2ccccc2S1(=O)=O
-3	-9	-5	-3	-7	1	1.1	-1	Cc1csc(Nc2nc(N)c(C(=O)Nc3ccccc3)o2)n1
-1	-26	0	-3	5	0.84	1.3	16	O=C(CSC1CS(=O)(=O)c2cc([N+](=O)[O-])ccc21)NNC(=O)c1ccccc1 (configuration not stated)
-6	11	7	0	3	0.95	0.89	5	O=C(COC(=O)c1cccc(S(=O)(=O)NCc2ccccc2)c1)NC1CC1
10	18	-4	-6	-8	0.93	0.82	7	Cc1cc(C(F)(F)F)nn1CC(=O)Nc1ccc2c(c1)OCO2
21	14	1	-3	5	1	0.86	-1	Cc1ccc(C)c(NC(=O)CN(C)C(=O)c2oc3c(Cl)cccc3c2C)c1
-7	-9	51*	0	-5	0.92	1.1	8	N#Cc1ccccc1S(=O)(=O)N1CCN(C(=O)c2cc3c(s2)CCC3)CC1
5	-5	-3	2	-13	1	1	-2	O=S(=O)(c1cccs1)N1CCN(CC(O)COc2cccc(Br)c2)CC1 (configuration not stated)
10	2	4	-7	-4	1	0.98	-3	CCn1cc(CNC(=O)C2CCC(=O)N(C3CCCCCC3)C2)cn1 (configuration not stated)
-2	3	6	13	-13	1	0.97	-3	O=C(Oc1cccc2ccccc12)c1ccncc1
12	-15	6	3	-18	0.92	1.1	8	CCOC(=O)C1CCN(C(=O)C2CCN(c3nc4ccc(OC)cc4s3)CC2)CC1
-10	-2	5	0	9	0.95	1	5	Cc1ccc(C)c(NC(=O)C(NCC(C)(C)N2CCOCC2)c2ccccc2)c1 (configuration not stated)
-6	-10	-1	-5	-2	0.98	1.1	2	Cc1noc(C)c1NC(=O)N(C)C[C@H]1Oc2c(NC(=O)Cc3ccccc3)cccc2C(=O)N([C@H](C)CO)C[C@@H]1C
-20	7	-3	-6	3	1.1	0.93	-12	Cc1cc(C)nc(SCc2nnc(SCC(=O)N3CCCc4ccccc43)n2C)n1
5	-16	-3	6	-7	0.97	1.2	3	Cc1c(C(=O)NC(C)C)oc2c1-c1[nH]ncc1CC2
x	9	0	x	x	1.1	0.91	-5	COc1cc(/C=C/C(=O)Nc2ccccc2C(F)(F)F)cc(OC)c1OC
x	-9	69	x	x	1	1.1	-2	COC/C=C/C1=CC2=CC(=O)C(C)(O)C(=O)C2=CO1 (configuration not stated)
-1	14	4	6	12	1.6	0.85	-57	C#Cc1ccc([C@H]2C=C(C(=O)NCc3ccccc3)O[C@@H](OCc3ccc(CO)cc3)C2)cc1
-24	-14	-1	-6	-8	1	1.1	-4	CC(=O)N1CCN(C(=O)CSc2nc3c(cnn3-c3ccccc3)c(=O)[nH]2)CC1
11	-13	-1	-4	5	0.95	1.1	5	CCCCc1nnc(NC(=O)CCS(=O)(=O)Cc2ccccc2)s1
